# TSHR antagonist – antagonists of human thyroid stimulating hormone receptor. actives 0.2% (n = 330,000). TSHR-expressing cells, TSH-stimulated cAMP HTRF, 2 h; stronger effect = lower value. activity change, negative = inhibition, % at 11.5 µM. P16473;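 active means activity change below a set negative limit, meaning inhibition stronger than a set level, cut at about -70% in these data; inconclusive means activity change between two set negative limits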; further: on the % scale 0 is the no-effect control and ±100 the full control effect
#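 Inhibition of cAMP made by TSHR-expressing cells under TSH stimulation (4nM final, EC80; 2 h, 37 deg C) is quantified with a one-step lysis HTRF kit, anti-cAMP cryptate versus cAMP-d2.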
# MBNL1-CUG inh – MBNL1-poly(CUG) RNA binding inhibition; Potency, µM (doses to about 57.5 µM), without a hit: at the top dose activity change, negative = inhibition, usual class: inhibitors; TR-FRET MBNL1-His/biotin-(CUG)12 binding, 665/545 ratio; actives 0.036% (n = 280,000); active means well fitted inhibition curve with a large enough effect in the signal ratio, with a control signal flat, not every such curve was filed as active; inconclusive means small, poorly fitted or top-dose-only effect, or effect the other way, or a change in a side signal; inactive means no such curve, though single readings can be large or run the other way; the % refers to the signal ratio; further: potency means the concentration at half of the fitted maximal effect; on the % scale 0 is the no-effect control and ±100 the full control effect
# Target sequence (Q9NR56 whole entry, looked up): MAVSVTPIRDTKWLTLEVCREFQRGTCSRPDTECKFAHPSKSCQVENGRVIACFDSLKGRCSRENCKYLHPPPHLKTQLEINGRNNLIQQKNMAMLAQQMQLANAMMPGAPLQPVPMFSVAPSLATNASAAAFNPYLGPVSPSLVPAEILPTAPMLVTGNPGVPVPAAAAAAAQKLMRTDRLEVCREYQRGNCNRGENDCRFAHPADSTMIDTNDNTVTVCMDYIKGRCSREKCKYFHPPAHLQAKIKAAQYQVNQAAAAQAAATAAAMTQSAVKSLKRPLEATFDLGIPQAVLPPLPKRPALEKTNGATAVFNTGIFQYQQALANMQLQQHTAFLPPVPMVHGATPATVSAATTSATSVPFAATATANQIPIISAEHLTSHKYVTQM
#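 TR-FRET between His-tagged MBNL1 and biotin-(CUG)12 RNA, detected with Tb anti-His antibody (0.055 ng/ul) and streptavidin-XL665 (5 nM), 60 min at room temperature. Compounds titrated 92 nM to 58 uM; 665/545 nm ratio normalized to buffer and complex controls.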
# A-T KAP1 phos – potential ataxia-telangiectasia treatments restoring KAP-1 phosphorylation; […] A-T fibroblasts, KAP-1 phosphorylation AlphaLISA; neocarzinostatin DNA damage 30 min before lysis; Potency, µM (titrated, usually from 57.5 µM), inactives show at the highest dose activation, actives largely listed as activators; actives 0.19% (n = 320,000); AID 485349; further: potency means the concentration at half of the fitted maximal effect; % of control where 0% means no effect; nearly all actives have a fitted effect of over 45% in size
#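 hTERT-immortalized A-T patient fibroblasts ([…]), 500 cells/well in OPTI-MEM, 1% FBS, got compounds for 60 min, then NCS for 30 min at 37C. Lysates were then assayed for phospho-KAP-1 by AlphaLISA (anti-pKAP1 donor, anti-KAP1 acceptor beads), 6 hr at 25C.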
# CXXC DNA block – MLL CXXC-DNA interaction inhibition | MLL-CXXC / FITC-HOXA9 DNA fluorescence polarization | Potency, µM (highest dose often 115 µM), for the others: top-dose activity change, negative = inhibition, usual class: inhibitors | actives 0.037% (n = 290,000) | AID 2662; active means well fitted inhibition curve with a large enough effect in the polarisation, with a control signal flat, not every such curve was filed as active; inconclusive means small, poorly fitted or top-dose-only effect, or effect the other way, or a change in a side signal; inactive means no such curve, though single readings can be large or run the other way; the % refers to the polarisation; further: potency means the concentration at half of the fitted maximal effect
#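 Steps: dispense CXXC domain solution (7 uM) → pin compounds or unlabeled HOX-A9 DNA control → 5 min ambient → add FLSN-HOX-A9 solution (50 nM) → spin → 30 min ambient → fluorescence polarization. Tris pH 7.5/NaCl/DTT/BSA buffer.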
# TCR act – T cell receptor activation; AID 504894; primary human leukocytes, anti-CD3, IL-2 HTRF, 48 h; Potency, µM (titrated, usually from 9.22 µM), for the others: at the highest dose activation of IL-2 secretion, usual class: activators; 330,000 tested, under 10 active; further: % of control where 0% means no effect
#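 Human primary leukocytes + a-CD3 beads + cpd, 48 hr; IL-2 in supernatant by HTRF (ex 320nm / em 665nm). No co-stimulatory signal supplied.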
# TSG101-PTAP inh – blocks PTAP/TSG101 interaction to inhibit HIV-1 budding; Q99816; Fluorescence polarization, FITC-PTAP peptide / Tsg101 binding; Potency, µM (titrated, usually from 115 µM), for inactives: at the top dose activity change, negative = inhibition, actives largely listed as inhibitors; 340,000 tested, under 10 active; active means well fitted inhibition curve with a large enough effect in the main read-out, with a control signal flat, not every such curve was filed as active; inconclusive means small, poorly fitted or top-dose-only effect, or effect the other way, or a change in a side signal; inactive means no such curve, though single readings can be large or run the other way; further: potency means the concentration at half of the fitted maximal effect; % of control where 0% means no effect
#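 Tsg101 binding domain (10 uM final) was mixed with compound and a FITC-labeled PTAP peptide (50 nM final) in HEPES pH 7.5 buffer with NaCl, Tween 20, EDTA and TCEP; fluorescence polarization was read after 20 min at r.t.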
# ASM inhibitor – inhibitors of human secretory acid sphingomyelinase. P17405. placental ASM, HMU-PC fluorogenic substrate, 60 min. Potency, µM (series often up to 57.5 µM), for the others: at the highest dose activity change, negative = inhibition, usual class: inhibitors. actives 0.006% (n = 340,000). AID 504937; further: potency means the concentration at half of the fitted maximal effect
# Target sequence (P17405 47-631 limits assumed): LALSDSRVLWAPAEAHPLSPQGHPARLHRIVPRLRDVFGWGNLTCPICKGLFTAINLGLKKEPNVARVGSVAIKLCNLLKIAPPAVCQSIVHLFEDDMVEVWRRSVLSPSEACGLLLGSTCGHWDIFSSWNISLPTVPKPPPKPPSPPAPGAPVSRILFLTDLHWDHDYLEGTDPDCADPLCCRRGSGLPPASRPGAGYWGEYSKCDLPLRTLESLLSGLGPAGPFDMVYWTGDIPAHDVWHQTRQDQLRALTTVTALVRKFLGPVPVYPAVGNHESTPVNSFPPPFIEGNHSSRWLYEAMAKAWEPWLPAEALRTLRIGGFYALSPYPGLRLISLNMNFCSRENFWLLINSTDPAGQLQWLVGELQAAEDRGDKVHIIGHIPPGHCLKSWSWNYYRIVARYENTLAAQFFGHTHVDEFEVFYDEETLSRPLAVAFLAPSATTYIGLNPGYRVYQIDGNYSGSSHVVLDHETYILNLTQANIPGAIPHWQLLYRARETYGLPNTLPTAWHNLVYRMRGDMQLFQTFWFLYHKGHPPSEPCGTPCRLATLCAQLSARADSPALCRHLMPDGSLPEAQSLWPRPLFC
#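 Fluorogenic HMU-PC substrate (9 uM final) is turned over by placental ASM in 60 min at 37 C after a 10 min compound preincubation. Reaction ended by alkaline stop (pH 10), with fluorescence read at 386/447 nm.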
# Mito fusion yeast – mitochondrial division inhibition or fusion activation; S. cerevisiae fusion-defective mutant growth rescue, CellTiterGlo 48 h; Potency, µM (doses to about 46.1 µM), without a hit: at the top dose growth rescue (activation), hits mostly activators; actives 0.23% (n = 320,000);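 further: potency means the concentration at half of the fitted maximal effect; % of control where 0% means no effect; nearly all actives have a fitted effect of over 45% in size; temperature-sensitive fusion mutants such as fzo1-1 at 37 °C on non-fermentable ethanol glycerol medium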
#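 Read-out: ATP-based luminescence (CellTiterGlo, 10 min ambient) reporting growth of fusion-defective ts yeast after 48 hours at 37C on glycerol/ethanol YPEG medium in the presence of compound.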
# Integrin act MD – activators of alpha7 integrin expression for muscular dystrophy; Potency, µM (titrated, usually from 38.3 µM), for inactives: at the highest dose activation, actives largely listed as activators; AID 624291; actives 0.064% (n = 350,000); alpha7betagal myoblasts, beta-gal FDG fluorescence, 48 h;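 further: potency means the concentration at half of the fitted maximal effect; 100% = response of the positive control SU9516; nearly all actives have a fitted effect of over 60% in size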
#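 alpha7betagal+/- myoblasts (passage 13, 250/well) treated 48 h at 37C with compounds at 1:260 dilution of DMSO stock. Lysed, then beta-galactosidase activity read as FDG fluorescence (ex 480/em 540) after 30 min, with pre-read for autofluorescence.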
# Menin-MLL TR inh – menin-MLL binding inhibition, Texas Red mutant peptide | Menin + Texas Red MLL mutant peptide, fluorescence polarization | Potency, µM (series often up to 61.6 µM), inactives show at the top dose FP activity change, negative = inhibition, hits mostly inhibitors | actives 0.23% (n = 270,000); active means well fitted inhibition curve with a large enough effect in the polarisation, with a control signal flat, not every such curve was filed as active; inconclusive means small, poorly fitted or top-dose-only effect, or effect the other way, or a change in a side signal; inactive means no such curve, though single readings can be large or run the other way; the % refers to the polarisation; further: potency means the concentration at half of the fitted maximal effect; % of control where 0% means no effect; many of its hits are not listed in these tables
# The depositor's hits bear a star; ? = inconclusive; . = not tested or not shown; [ ] = another dose, or the depositor's remark. Unless noted, the call rests on the fitted dose curve; in most records, active means well fitted curve in the direction sought with a large enough effect; inconclusive means small, poorly fitted or top-dose-only effect, or another doubt; inactive means no such curve, though single readings can be large; an effect the other way counts as inactive or inconclusive.
# The line under a structure holds: TSHR antagonist	MBNL1-CUG inh	A-T KAP1 phos	CXXC DNA block	TCR act	TSG101-PTAP inh	ASM inhibitor	Mito fusion yeast	Integrin act MD	Menin-MLL TR inh
1: COc1cc(C(=O)Nc2ccc(N3CCOCC3)cc2)ccc1OCc1c(C)noc1C
 : 13	-17%	1%	0%	4%[46.1 µM]	-3%	.	-2%	9%	-9%
2: COc1ccccc1-c1c(C(F)(F)F)oc2cc(OC(=O)c3ccccc3[N+](=O)[O-])ccc2c1=O
 : 4	4%	4%	0%	-4%	-2%	-3%	7%	25%	6%
3: CCN(CC)C(=O)c1ccc2c(=O)n(Cc3ccc4c(c3)OCO4)c(=S)[nH]c2c1
 : -6	71%[activator]	1%	10%	-1%	0%	-1%	-3%	7%	10%
4: O=c1[nH]cncc1OCc1ccccc1
 : .	.	.	.	2%	-3%	0%	.	14%	.
5: O=C(COC(=O)C(CO)NS(=O)(=O)c1ccc(Br)cc1)Nc1ccc2c(c1)OCCO2 (stereo not drawn)
 : .	.	4%	.	-2%	-5%	-1%	.	-7%	.
6: O=C1CC(NCc2ccc3c(c2)OCO3)C(=O)N1Cc1ccc2c(c1)OCO2 (stereo not drawn)
 : 0	-11%	9%	5%	-10%	-2%	-1%	1%	-6%	4%
7: NC(=O)CSc1nnc(-c2ccc3c(c2)OCO3)o1
 : 6	-8%	1%	-5%	5%	-2%	-4%	-10%	18%	-5%
8: CCC(C)c1ccccc1N1CC(C(=O)N2CCN(S(=O)(=O)c3ccccc3Br)CC2)CC1=O (stereo not drawn)
 : -11	.	-1%	.	-6%	-1%	0%	-1%	9%	.
9: NC(=O)C1CNc2ccccc2O1 (stereo not drawn)
 : -5	-5%	7%	0%	14%	-12%	5%	-2%	17%	0%
10: COc1cc(NC(=O)C(C)Oc2ccccc2)cc(OC)c1 (stereo not drawn)
 : -7	-19%	10%	-5%	7%	0%	10%	1%	9%	8%
11: COc1cccc(N2CCN(C(=O)C3CCCN(c4ncnc5c4nc4n5CCCCC4)C3)CC2)c1 (stereo not drawn)
 : -7	-5%	0%	-4%	-2%	0%	-2%	?	?	-24%
12: COCCNC(=O)CNC(=S)N(Cc1ccccc1)Cc1cccnc1
 : -7	.	-4%	6%	-8%	-4%	5%	-3%	28%	-13%
13: CC1(C)CC(=O)C=C(Nc2ccc(Br)cc2F)C1
 : 5	-4%	-2%	-1%	-18%	0%	6%	-4%	25%	7%
14: COc1ccc(CNC(=O)C2CCN(S(=O)(=O)c3cccc(C(F)(F)F)c3)CC2)cc1
 : 3	.	-3%	.	-2%	-2%	4%	-4%	7%	.
15: Cc1ccc(C(=O)NCC(=O)OCC(=O)c2c(N)n(C)c(=O)n(C)c2=O)s1
 : -8	-4%	-2%	-2%	3%	-3%	3%	-4%	14%	4%
16: CCc1ccc(OCC(=O)N/N=C(\C)c2ccc3c(c2)OCCO3)cc1
 : 3	?	3%	0%	-2%[46.1 µM]	1%	-1%	13%	6%	-8%
17: COc1cccc(NC(=S)NC(=O)c2cccnc2)c1
 : 17	-3%	-1%	13%	-3%	-3%	0%	-14%	7%	11%
18: NS(=O)(=O)c1ccc(CCNC(=O)CN2CCN(c3cccc(Cl)c3)CC2)cc1
 : 3	?	3%	2%	-9%[46.1 µM]	-2%	0%	0%	-19%	0%
19: COc1ccc(CCC(=O)N(C)CC(=O)Nc2ccc(N3CCOCC3)cc2)cc1
 : 0	-4%	-2%	-4%	3%	2%	3%	8%	-25%	2%
20: O=C(O)C(Cc1ccccc1)NC(=O)C(Cc1ccccc1)NC(=O)C12CC3CC(CC(C3)C1)C2 (stereo not drawn)
 : .	.	.	.	-3%	-1%	16%	.	10%	.
21: O=C(CCN1C(=O)C2CC=CCC2C1=O)OCC(=O)c1ccc(F)cc1 (stereo not drawn)
 : .	.	-6%	.	.	0%	3%	.	14%	.
22: CCc1ccc(NC(=O)c2noc3c2CCc2ccccc2-3)cc1
 : -38	3%	-1%	-10%	11%	-2%	2%	-3%	37%	13%
23: COc1ccc(NC2CCCN(C(=O)c3ccc(OC)cc3OC)C2)cc1 (stereo not drawn)
 : 3	14%	0%	0%	3%	-3%	3%	-3%	31%	-13%
24: Nc1ccc(C(=O)NC2CCSc3ccccc32)cc1[N+](=O)[O-] (stereo not drawn)
 : -42	-4%	2%	19%	-7%	-4%	-10%	-20%	-11%	.
25: O=C(c1ccc2c3c(cccc13)CC2)C1CCCN(Cc2ccccn2)C1 (stereo not drawn)
 : 12	18%	0%	0%	-6%	2%	11%	-20%	13%	-22%
26: CCCCCOc1ccccc1C(=O)NCCCC(=O)O
 : -9	-5%	2%	-6%	5%	-8%	2%	-3%	0%	-20%
27: COc1ccc(OC)c(CNC(=O)CCS(=O)(=O)c2ccc3c(c2)oc(=O)n3C)c1
 : -10	-2%	4%	4%	2%	-4%	-2%	2%	-23%	.
28: O=C(Cn1cc2c(n1)CCCCC2)NCc1cccs1
 : 1	-7%	5%	6%	-3%	-3%	1%	-4%	13%	9%
29: CCn1cc(C(=O)OC)c(=O)c2ccc(C)nc21
 : -2	-12%	0%	-2%	3%	-1%	-1%	3%	-4%	3%
30: CC(C)C(=O)Nc1ccccc1N1CCN(C(=O)c2ccccc2)CC1
 : -2	-4%	-3%	-6%	3%	-2%	3%	-1%	-21%	-6%
31: CCN(CC)S(=O)(=O)c1cc(NC(=O)c2ccc3c(c2)NC(=O)C(C)S3)ccc1C (stereo not drawn)
 : -30	.	7%	.	-6%	0%	-13%	-1%	-55%	.
32: Cc1ccc(C(=O)c2nc(C(=O)NCCO)nc3ccccc23)cc1
 : 1	.	15%	.	17%	-3%	5%	-3%	-22%	.
33: CCc1ccc(N(C(=O)c2csnn2)C(C(=O)NC(C)(C)C)c2ccncc2)cc1 (stereo not drawn)
 : 1	-9%	-6%	2%	-5%	-3%	1%	-1%	0%	-28%
34: CCS(=O)(=O)Nc1cccc(-c2cn3c(n2)SCC3)c1
 : 17	1%	0%	15%	-3%	0%	2%	4%	?	10%
35: O=C(O)CNC(=O)C1COc2ccccc2O1 (stereo not drawn)
 : -4	0%	4%	1%	-3%	-2%	3%	2%	16%	-1%
36: COc1cccc(NC(=O)COC(=O)c2c3c(nc4ccccc24)CCC(C)C3)c1 (stereo not drawn)
 : -10	11%	2%	-7%	1%	-20%	-15%	-4%	-60%[inhibitor]	?
37: CC[C@H](C)[C@H](NC(N)=O)C(=O)Nc1ccc(C)cc1
 : 10	-9%	1%	3%	1%[46.1 µM]	-3%	3%	-1%	-10%	-6%
38: Cc1ccc(-c2csc3nc(CSc4nnc(-c5ccc(Cl)cc5)n4C)[nH]c(=O)c23)cc1
 : -8	.	-2%	18%	-2%[46.1 µM]	0%	0%	-3%	22%	-4%
39: O=C(N/N=C/c1ccc(Cl)cc1Cl)c1cccc(F)c1
 : 26	17%	-3%	1%	0%	-4%	-7%	-3%	-16%	-5%
40: COc1ccc(CC(=O)N/N=C/C=C/c2cccc([N+](=O)[O-])c2)cc1OC
 : 1	.	10%	0%	1%	2%	-2%	0%	-30%	.
41: O=C(NCC1CCCO1)c1cnn2c1NC(c1ccccc1)CC2C(F)(F)F (stereo not drawn)
 : -7	-6%	-1%	0%	.	-1%	-2%	2%	-10%	-3%
42: Cc1ccc2cc(C#N)c(SCC(=O)NNC(=O)Cc3ccccc3)nc2c1
 : 10	.	12%	6%	-6%[46.1 µM]	0%	0%	-3%	11%	?
43: Cc1ccc(C)c(C(=O)Nc2c(C(N)=O)oc3ccccc23)c1
 : -11	-7%	5%	24%	-3%	-1%	-3%	3%	0%	32%[activator]
44: COC(=O)c1ccccc1NC(=O)c1sc(N)nc1C
 : -3	3%	8%	7%	2%	-7%	4%	3%	-4%	-4%
45: O=C(NCCN1CCOCC1)c1c(O)nc2sccn2c1=O
 : 1	.	-4%	.	6%	-7%	1%	-4%	11%	.
46: OC1(c2ccc(F)cc2)CCN(Cc2nnnn2Cc2cccs2)CC1
 : 9	-5%	4%	3%	-1%	-7%	-11%	3%	7%	-19%
47: Cc1nn(CC(=O)NCCCN2CCN(Cc3ccccc3)CC2)c(=O)c2cc(-c3ccccc3)nn12
 : 7	-3%	-4%	15%	-4%	0%	2%	-12%	-37%	.
48: COc1ccc(NC(=O)N2Cc3ccccc3CC2C(=O)NC(C)(C)C)cc1 (stereo not drawn)
 : -7	-11%	0%	0%	-125%	-2%	2%	-1%	-4%	15%

# These rows are one share of the data (hit frequency here may not be typical).
